Screening results (PubChem BioAssay)
Ec RNAP inh = inhibitors of Escherichia coli RNA polymerase | P0A8V2 | E. coli RNA polymerase, fluorescence transcription assay | inhibition, %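 (tested at 10 µM)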 | 62,000 tested, 0.2% active | AID 559; in the data active = inhibition above about 20%;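 also: 0% = enzyme without compound and 100% = no enzyme blank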
SF1 activator = activates the human nuclear receptor SF-1 | Q13285 | CHO-K1 Gal4-SF-1 LBD luciferase reporter; % increase over DMSO SF-1-specific signal | activation, % at 10 µM | 65,000 tested, 1.9% active | AID 522;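 active = activation above the mean activation of all tested compounds plus 3 SD, cut at about 50% in these data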
Target sequence (Q13285 whole entry, looked up, the tested form may be a part): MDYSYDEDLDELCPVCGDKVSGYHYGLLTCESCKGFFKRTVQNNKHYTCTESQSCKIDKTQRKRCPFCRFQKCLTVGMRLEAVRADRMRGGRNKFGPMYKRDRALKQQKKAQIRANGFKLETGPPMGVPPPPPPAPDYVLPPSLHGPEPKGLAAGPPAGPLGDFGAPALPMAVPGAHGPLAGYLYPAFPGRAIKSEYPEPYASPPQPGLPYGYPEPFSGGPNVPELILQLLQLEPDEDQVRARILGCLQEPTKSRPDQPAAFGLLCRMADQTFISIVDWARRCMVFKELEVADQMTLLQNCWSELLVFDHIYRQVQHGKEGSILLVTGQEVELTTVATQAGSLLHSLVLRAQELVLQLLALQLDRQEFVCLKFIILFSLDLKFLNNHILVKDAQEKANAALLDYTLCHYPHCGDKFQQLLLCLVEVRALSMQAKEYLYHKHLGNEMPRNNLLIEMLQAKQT
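Compound – one dose, 10 µM compound, 1% DMSO · Test system – transient Gal4-SF-1 LBD reporter, CHO-K1 · Input – 4,000 cells in each well · Read-out basis – percent activation relative to DMSO median and mock-transfected background · Replicates – single measurement per compound · Technique – steady-glow luciferase luminescence, read after 15 min reagent incubation · Timing – 20 h compound treatment, 37 °C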
M1 ag = M1 muscarinic receptor agonism | CHO-M1 cells, Fluo-4 calcium fluorescence, agonist mode; stronger effect = higher value | B-score at 10 µM | 64,000 tested, 3% active | AID 626;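 active = fluorescence rise, raw or as B-score row- and column-corrected plate score, outside the 99.7% band of its plate's samples, either direction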
TNAP act mid DEA = activates human TNAP at intermediate phosphate acceptor concentration. P05186. purified TNAP, CDP-star luminescence, 100 mM DEA, 30 min; stronger effect = higher value; scale: 0 levamisole-inhibited, 1 vehicle-only enzyme. activation factor at 20 µM. 64,000 tested, under 10 active. AID 813;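 active = activation factor of at least 2 at 20 µM, relative to controls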
RORa activator = RORA (human) activation; CHO-K1 Gal4-RORA LBD luciferase reporter, luminescence; percent increase over mock-subtracted basal signal; activation, % at 10 µM; 65,000 tested, 1.5% active;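 active = activation above the mean of all tested compounds plus 3 SD, cut at about 49% in these data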;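 also: 0% = DMSO-treated RORA cells and 100% = added signal equal to DMSO minus mock-transfected cells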
Autofluor 339 = intrinsic fluorescence of library compounds, ex339/em460 – biochemical, MLSMR library, data from DPM-DC assay, artefact control, profiling panel; compound autofluorescence, ex339/em460 nm, NADH buffer; stronger effect = higher value; 1 = no-compound wells, NADH background; fluorescence fold increase at 10 µM; 65,000 tested, 5.5% active; AID 709;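 active = at 10 µM, mean starting fluorescence two-fold or more over control wells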;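 also: signal is the first read of a kinetic run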
tolC growth inh = growth inhibitors of E. coli BW25113 tolC mutant; OD615; growth inhibition, % at 10 µM (by protocol); 65,000 tested, 2.2% active; AID 573;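 active = growth inhibition at or above a cutoff equal to the mean over every tested compound plus 3 SD, cut at about 60% in these data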;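 also: growth measured after 20 h incubation at 37 °C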
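Doses: one dose of 10 µM final / Material: E. coli BW25113 ΔtolC::kan, tolC deletion mutant strain / Buffer or medium: LB with kanamycin 50 µg/mL / Evaluation: percent growth inhibition / Detection: optical density read at 615 nm / Incubation: 37 °C, 20 h exposure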
M1 antag = antagonists of rat M1 muscarinic receptor; B-score at 10 µM; AID 628; CHO-M1 cells, Fluo-4 calcium, ACh EC80 antagonist mode; stronger effect = lower value; P08482; 64,000 tested, 3.4% active;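 active = calcium fluorescence response, raw or row-and-column corrected B-score, differing from the plate sample mean either way at a set confidence level, mostly lower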
Target sequence (P08482 whole entry, looked up): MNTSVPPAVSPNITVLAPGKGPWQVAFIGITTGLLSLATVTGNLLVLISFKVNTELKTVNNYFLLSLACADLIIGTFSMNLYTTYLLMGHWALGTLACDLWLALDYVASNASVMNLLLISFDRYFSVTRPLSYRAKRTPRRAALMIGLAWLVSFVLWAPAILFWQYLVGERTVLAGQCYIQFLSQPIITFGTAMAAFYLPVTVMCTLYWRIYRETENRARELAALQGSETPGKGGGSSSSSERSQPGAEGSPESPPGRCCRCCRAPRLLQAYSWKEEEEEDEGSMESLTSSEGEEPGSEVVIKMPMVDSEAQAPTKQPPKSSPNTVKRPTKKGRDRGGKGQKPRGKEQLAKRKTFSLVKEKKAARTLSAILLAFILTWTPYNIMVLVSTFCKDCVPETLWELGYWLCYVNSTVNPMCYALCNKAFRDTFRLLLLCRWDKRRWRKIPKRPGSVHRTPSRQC
NADH enzymes = inhibitors of enzymes used to reach an NAD/NADH endpoint | coupled PK/LDH NADH assays, four targets | IC50, µM (highest dose often 10 µM), for inactives: at the highest dose inhibition | 65,000 tested, 0.02% active | AID 774;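 active = single-dose screening hits from any of four coupled enzyme assays that gave an IC50 when retested across doses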;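 also: the DPM-DC format reads NADH fluorescence rather than 340 nm absorbance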
An asterisk follows results filed as active; . = no result given; [ ] = another dose, or the depositor's remark.

Screens in order – TNAP act mid DEA	tolC growth inh	Ec RNAP inh	Autofluor 339	RORa activator	M1 antag	NADH enzymes	SF1 activator	M1 ag
CCCCCn1c(SCC(=O)OC)nc2c1c(=O)[nH]c(=O)n2C
→ 0.9	12.1	5.5	1.06	-6.8	-0.0713	5.0%	4.3	-0.129
CC(c1ccco1)N(C(=O)CSc1ccc(Br)cc1)c1ccccn1 (stereo not drawn)
→ 0.9	20.1	6.2	1.12	-15.2	0.378	5.0%	0.5	0.431
NC(=O)C1CCN(C(=O)c2cc3ccccn3n2)CC1
→ 1	-11.7	-3.7	1.06	-18.3	1.54	3.0%	6.4	-1.06
CCCNC(=O)N1CCN(c2ncccn2)CC1
→ .	-2.0	.	1.11	-4.7	0.0555	5.0%	-9.0	0.513
COc1ccc(C(=O)/C(C)=N/O)cc1OC
→ 0.9	-12.4	7.8	1.06	-12.8	0.113	2.0%	12.3	-0.286
O=C(O)CN(c1ccc(F)cc1)S(=O)(=O)c1ccc2c(c1)OCCO2
→ 0.9	-6.1	.	1.02	-15.6	-0.0998	0.0%	-5.8	0.711
CCOC(=O)CCc1c(C)c2c(C)nn(-c3ccccc3)c2[nH]c1=O
→ 1	-1.9	9.5	1.08	-7.6	-0.279	4.0%	-3.0	-0.777
COCCn1nnnc1C(c1cc(OC)ccc1OC)N1CCc2ccccc2C1 (stereo not drawn)
→ 1	8.1	3.0	1.15	-14.0	0.675	0.0%	-15.7	0.98
O=C(C1CCCN1S(=O)(=O)c1cccc2cccnc12)N1CCc2ccccc2C1 (stereo not drawn)
→ 1	-5.9	7.5	1.11	10.4	-0.0488	8.0%	-19.6	0.0729
c1ccc(-n2c(SCc3nc(-c4cccs4)no3)nnc2-c2ccco2)cc1
→ 1	22.8	2.2	1.12	-14.3	0.699	9.0%	0.1	0.853
COc1cccc(NC(=O)Cn2cc3c(n2)CCCCC3)c1
→ 0.8	-1.6	3.8	1.05	1.3	0.0835	6.0%	-4.9	-0.188
CC(=O)c1ccc(NC(=O)N2CCN(c3cccc(Cl)c3)CC2)cc1
→ 0.9	37.8	3.9	1.12	-35.6	-2.8*	2.0%	12.3	5.15*
CC(=O)N1CCc2cc(C(=O)CN3CCCN(Cc4ccc(F)cc4)C3)ccc21
→ 1	-8.3	-4.2	1.19	11.8	-0.489	4.0%	-17.6	-0.629
CCOc1cc(N2CCOCC2)c(OCC)cc1NC(=O)Cn1[nH]c(=O)c2ccccc2c1=O
→ 1	-1.3	-9.9	1.13	6.7	-0.107	4.0%	13.1	0.456
CCn1c(=N)n(CCOc2ccc(OC)cc2)c2ccccc21
→ 0.9	-3.8	-8.1	1.11	4.9	-0.638	3.0%	-9.5	-0.342
CC1=CCC2C(=O)N(c3ccc4ccccc4n3)C(=O)C2C1 (stereo not drawn)
→ .	-18.9	.	1.08	3.1	-0.204	8.0%	-7.4	-0.00962
COc1ccc(C2(O)CCN(C(=O)c3ccc4c(c3)OCO4)CC2)cc1
→ 0.9	0.9	3.6	1.07	0.6	0.248	6.0%	4.0	0.719
O=C(c1ccc(C(=O)N2CCCc3ccccc32)nc1)N1CCCc2ccccc21
→ 1	3.0	-0.3	1.03	-10.7	-0.486	1.0%	-6.8	0.229
COc1ccc(C(=O)N2CCCC(c3nc(-c4cc(OC)c(OC)c(OC)c4)no3)C2)cc1 (stereo not drawn)
→ 0.9	-5.3	11.2	1.05	3.8	-2.38	5.0%	20.6	-0.0186
O=C(O)c1[nH]c2ccc(Cl)cc2c1CC(=O)N1CCN(c2ccccc2)CC1
→ 1	50.4	6.9	1.1	-3.9	0.45	7.0%	5.0	0.0125
CC(Sc1n[nH]c(=O)[nH]c1=O)C(=O)OCc1ccccc1 (stereo not drawn)
→ 1	0.6	-4.4	1.03	-10.2	0.14	3.0%	-3.2	-0.42
O=S(=O)(c1ccc(OCC(O)CNCc2ccco2)c(Cl)c1)N1CCOCC1 (stereo not drawn)
→ 0.9	-16.8	2.9	1.05	15.6	-0.0764	5.0%	-0.5	-0.603
CCOc1ccc(OCC)c(NC(=O)CSc2nc3c(c(=O)n(C)c(=O)n3C)n2C(C)C)c1
→ 0.9	19.6	9.4	1.05	16.9	0.219	6.0%	100.9*	-0.69
CCOc1nc(SCCOc2ccc(C)cc2)nc(N(C)C)n1
→ 1	1.1	-1.6	1.05	-18.5	-0.208	1.0%	-6.9	-0.174
Oc1ccc(Nc2nc(NCC3CCCO3)c3ccccc3n2)cc1 (stereo not drawn)
→ 0.9	54.6	2.3	1.02	5.8	-5.71*	8.0%	-5.3	0.605
CC1CN(S(=O)(=O)c2ccc(Cl)c(S(=O)(=O)N3CC(C)OC(C)C3)c2)CC(C)O1 (stereo not drawn)
→ 1	6.1	3.1	1.07	-20.4	0.0236	4.0%	-14.4	-0.0987
CN1CCN(c2ccccc2NC(=O)Cc2cn(C)c3ccccc23)CC1
→ 1	-3.2	-0.9	1.06	2.8	-0.744*	5.0%	-6.4	0.206
CCN(CC)S(=O)(=O)c1ccc(C(=O)OCC(=O)N2CCN(C(=O)c3ccco3)CC2)cc1
→ 0.9	-8.9	5.9	1.1	-17.2	-0.0111	16.0%	18.9	-1.87
COc1ccc(Cl)cc1N(C)C(=O)CCNC(=O)Cn1cnc2ccccc2c1=O
→ 1	-3.6	8.0	1.04	-0.1	0.217	6.0%	6.8	-0.00202
O=C(c1ccc(CS(=O)(=O)c2ccc(Br)cc2)o1)N1CCCCCC1
→ 0.9	12.7	4.1	1.03	15.9	0.425	1.0%	-1.4	-1.41
O=C(CSCSCC(=O)Nc1ccc2c(c1)OCO2)Nc1ccc2c(c1)OCO2
→ 0.8	-10.2	7.8	1.12	-4.1	-0.25	3.0%	-18.4	0.245
Cc1csc2ncc(C(=O)NCc3ccccc3Cl)c(=O)n12
→ 0.9	12.1	6.6	2.14*	-10.4	0.315	4.0%[fluoresces]	-11.8	-0.101
CCOc1ccc(-c2cc(C(=O)N3CCN(c4ccccn4)CC3)c3ccccc3n2)cc1
→ 0.9	10.8	3.9	1.55	76.0*	-0.635	4.0%	90.9*	-0.74
Cn1c(=O)c2c(nc(OCc3cccnc3)n2Cc2c(F)cccc2Cl)n(C)c1=O
→ 0.9	11.5	10.4	1.1	-18.3	-1.15*	3.0%	-9.4	0.736
Cc1ccnc(NS(=O)(=O)c2ccc(NS(=O)(=O)Cc3ccccc3)cc2)n1
→ 1.1	-0.1	.	1.09	-15.9	0.935	3.0%	6.5	-1.14
O=C(CSc1nnc(COc2ccccc2)o1)N1CCN(c2ccccc2)CC1
→ .	-10.6	.	1.08	-2.3	-0.678	9.0%	-4.5	-1.38
O=C(Oc1ccnc2cc(Cl)ccc12)N1CCOCC1
→ 1.1	2.5	2.4	1.11	-6.1	0.361	2.0%	-26.0	-0.0365
COc1ccc(C(C)(C)C)cc1NC(=O)C1C2C=CC(C2)C1C(=O)O (stereo not drawn)
→ 1	-12.8	4.5	1.09	-5.4	-0.255	15.0%	-4.4	-0.257
CCN(CCCNC(=O)COc1cc(=O)n(CC)c2ccccc12)c1ccccc1
→ 0.9	19.5	7.7	1	-23.7	-1.19	2.0%	-9.0	1.7
CCN(CC)CCCN1C(=O)C(=O)/C(=C(/O)c2ccc3c(c2)CC(C)O3)C1c1ccncc1 (stereo not drawn)
→ 1	-5.1	2.9	1.11	-6.8	0.373	6.0%	-0.1	0.3
COC(=O)c1cc(OC)c(OC)cc1NC(=O)CCc1ccc(C)o1
→ 0.9	12.4	7.5	1.12	-21.0	-2.35	5.0%	11.6	-2.08
Cc1c(C(=O)OCC2CCCO2)[nH]c2c1C(=O)CC(c1ccc(N(C)C)cc1)C2 (stereo not drawn)
→ 0.9	15.3	10.6	1	-5.8	-0.364	13.0%	5.1	0.0119
O=C(NCCC1=CCCCC1)C1CCN(S(=O)(=O)c2cnc[nH]2)CC1
→ 0.8	-19.5	10.8	1	-11.7	-0.84	4.0%	1.9	-0.11
CC(C)CNC1=CC(=O)CC(c2ccco2)C1 (stereo not drawn)
→ 0.9	4.6	4.7	1.04	6.0	.	8.0%	1.4	.
COc1cccc(N=C2SC(C(=O)Nc3ccccc3F)CC(=O)N2C)c1 (stereo not drawn)
→ 0.8	-6.6	6.5	1.08	-14.4	1.58	6.0%	1.0	0.956
CC(C)=C1C2C=CC1C(C(=O)Nc1cccc(C)c1)C2C(=O)O (stereo not drawn)
→ 1	-4.8	6.5	1.09	3.1	-0.012	2.0%	-12.0	-0.709
Cc1cc(NC(=O)c2ccc(S(=O)(=O)N(C)C)cc2)no1
→ 1	-2.8	2.7	1.18	-1.8	0.294	6.0%	11.3	-0.785
O=C(Nc1ccc(Nc2ccccc2)cc1)c1ccc(Br)o1
→ 0.9	21.3	7.6	1.14	49.4*	-1.12	6.0%	47.4	0.263
CSCC[C@H](NC(=O)OC(C)(C)C)c1nnc(SCC(=O)N(C)C)o1
→ 0.9	-11.6	-4.2	1.09	2.2	-0.273	4.0%	1.9	-0.32
O=C(CCCNS(=O)(=O)c1ccc(Br)cc1)N1CC[C@@]2(O)CCCC[C@H]2C1
→ 0.9	-1.8	0.8	0.9	10.8	-0.52	5.0%	-8.9	-0.215
Cc1onc(-c2ccccc2)c1C(=O)N1CCN(C/C=C/c2ccccc2)CC1
→ 0.8	2.8	-1.8	1.08	35.6	0.099	3.0%	12.8	-1.59
Cc1[nH]c(=O)[nH]c(=O)c1S(=O)(=O)N1CCCC(C(=O)N2CCN(c3ccccc3Cl)CC2)C1 (stereo not drawn)
→ 0.9	-7.7	0.8	1.09	-3.8	1.04	7.0%	-9.7	-0.307

Entries from the list above containing fluorine:
Screens in order – TNAP act mid DEA	tolC growth inh	Ec RNAP inh	Autofluor 339	RORa activator	M1 antag	NADH enzymes	SF1 activator	M1 ag
O=C(O)CN(c1ccc(F)cc1)S(=O)(=O)c1ccc2c(c1)OCCO2
→ 0.9	-6.1	.	1.02	-15.6	-0.0998	0.0%	-5.8	0.711
CC(=O)N1CCc2cc(C(=O)CN3CCCN(Cc4ccc(F)cc4)C3)ccc21
→ 1	-8.3	-4.2	1.19	11.8	-0.489	4.0%	-17.6	-0.629
Cn1c(=O)c2c(nc(OCc3cccnc3)n2Cc2c(F)cccc2Cl)n(C)c1=O
→ 0.9	11.5	10.4	1.1	-18.3	-1.15*	3.0%	-9.4	0.736
COc1cccc(N=C2SC(C(=O)Nc3ccccc3F)CC(=O)N2C)c1 (stereo not drawn)
→ 0.8	-6.6	6.5	1.08	-14.4	1.58	6.0%	1.0	0.956

Profiles, looked up by structure. Screens in order: TNAP act mid DEA	tolC growth inh	Ec RNAP inh	Autofluor 339	RORa activator	M1 antag	NADH enzymes	SF1 activator	M1 ag
`Cc1onc(-c2ccccc2)c1C(=O)N1CCN(C/C=C/c2ccccc2)CC1` as listed: 0.8	2.8	-1.8	1.08	35.6	0.099	3.0%	12.8	-1.59
`Cc1cc(NC(=O)c2ccc(S(=O)(=O)N(C)C)cc2)no1` as listed: 1	-2.8	2.7	1.18	-1.8	0.294	6.0%	11.3	-0.785

Rows were taken by chance. About 15% of those tested had a hit in this group.
